Screening results from PubChem BioAssay.
PREPL inh: human PREPL enzyme inhibition; Q4J6C6; recombinant PREPL, fluorescence polarization activity-based probe; inhibition, % at 5.96 µM; actives 0.68% (n = 320,000); in the data active = inhibition above about 43%;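 note: 0% = enzyme with DMSO and 100% = wells lacking enzyme; many of its hits are not listed in these tables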
Target sequence (Q4J6C6 whole entry, looked up): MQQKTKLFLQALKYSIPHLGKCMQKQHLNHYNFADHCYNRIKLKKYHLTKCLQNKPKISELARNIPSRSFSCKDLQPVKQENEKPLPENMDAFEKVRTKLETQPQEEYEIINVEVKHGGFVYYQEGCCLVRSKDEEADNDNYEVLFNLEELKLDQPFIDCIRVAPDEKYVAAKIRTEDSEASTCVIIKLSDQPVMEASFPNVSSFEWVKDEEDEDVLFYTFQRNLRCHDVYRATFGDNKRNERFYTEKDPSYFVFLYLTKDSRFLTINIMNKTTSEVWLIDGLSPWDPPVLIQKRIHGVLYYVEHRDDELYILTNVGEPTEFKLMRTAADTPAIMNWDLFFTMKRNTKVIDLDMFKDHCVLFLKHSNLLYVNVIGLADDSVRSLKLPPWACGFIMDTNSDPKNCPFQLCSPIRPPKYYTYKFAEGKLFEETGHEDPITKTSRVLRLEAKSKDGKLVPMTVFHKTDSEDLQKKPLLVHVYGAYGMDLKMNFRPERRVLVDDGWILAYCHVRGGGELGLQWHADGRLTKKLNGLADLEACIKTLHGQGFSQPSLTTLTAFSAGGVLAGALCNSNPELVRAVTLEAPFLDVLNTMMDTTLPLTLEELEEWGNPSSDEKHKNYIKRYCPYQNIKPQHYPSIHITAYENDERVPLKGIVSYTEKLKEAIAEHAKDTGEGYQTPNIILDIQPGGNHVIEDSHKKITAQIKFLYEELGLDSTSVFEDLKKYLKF
PAFAH2 inh: PAFAH2 (human) inhibition; Q99487; recombinant PAFAH2, FP-rhodamine activity probe, fluorescence polarization; inhibition, % at 3.39 µM; actives 0.99% (n = 340,000);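 active = inhibition above the mean over all tested compounds plus 3 SD, cut at about 30% in these data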;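 note: inhibitors block probe labeling of enzyme so polarization drops; 0% = enzyme with DMSO and 100% = wells lacking PAFAH2 protein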
PAD4 FP inh: blocks human protein arginine deiminase 4. Q9UM07. recombinant PAD4, RCA probe fluorescence polarization. actives 0.41% (n = 330,000). inhibition, % at 6.36 µM. AID 485272;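 active = percent inhibition above a cutoff equal to the mean of all tested compounds plus 3 SD, cut at about 15% in these data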;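 note: 0% = PAD4 with RCA probe and DMSO and 100% = probe without PAD4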
pPAFAH inh: inhibitors of human plasma PAF acetylhydrolase (pPAFAH); recombinant pPAFAH, FP-rhodamine probe fluorescence polarization; Q13093; inhibition, % at 3.39 µM; actives 1.5% (n = 330,000); AID 463082;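 active = inhibition above the mean inhibition across the screen plus 3 SD, cut at about 25% in these data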;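 note: inhibitors block binding of the rhodamine activity-based probe so polarization drops; 0% = enzyme with DMSO and 100% = wells lacking pPAFAH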
PAFAH1B2 FP inh: PAFAH1B2 (human) inhibition. P68402. recombinant PAFAH1B2, FP-rhodamine activity probe, fluorescence polarization. inhibition, % at 3.39 µM. actives 1.2% (n = 340,000);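 active = inhibition above the mean of all tested compounds plus 3 SD, cut at about 24% in these data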;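 note: 0% = enzyme with DMSO and 100% = wells lacking PAFAH1B2; many of its hits are not listed in these tables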
GSTO1 inh: blocks human GSTO1 in RBBP9 counter-screen; inhibition, % at 5.96 µM; actives 1.1% (n = 300,000); recombinant GSTO1, activity-based probe fluorescence polarization; P78417;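 active = inhibition above the campaign mean inhibition plus 3 SD, cut at about 35% in these data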;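 note: 0% = GSTO1-1 with DMSO and 100% = wells lacking GSTO1-1 enzyme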
PAFAH1B3 inh: PAFAH1B3 (human) inhibition; Q15102; recombinant PAFAH1B3, FP-rhodamine probe, fluorescence polarization; inhibition, % at 3.39 µM; actives 0.28% (n = 340,000); AID 492972;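 active = inhibition above the screen-wide average of all tested compounds plus 3 SD, cut at about 25% in these data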;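 note: 0% = enzyme with DMSO only and 100% = wells lacking PAFAH1B3 protein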
LYPLA1 inh: LYPLA1 (human) inhibition in PME1 counter-screen. recombinant LYPLA1, FP-Rh probe fluorescence polarization. inhibition, % at 5.9 µM. actives 0.16% (n = 320,000). AID 2174;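 active = inhibition above the mean of all tested compounds plus 3 SD, set per campaign, cut at about 14% in these data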;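 note: inhibitors block serine hydrolase probe labeling of LYPLA1 so polarization falls; 0% = enzyme with DMSO and 100% = wells lacking LYPLA1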
LYPLA2 inh: LYPLA2 (human) inhibition in PME1 counter-screen; O95372; recombinant LYPLA2, FP-Rh probe fluorescence polarization; inhibition, % at 5.9 µM; actives 0.38% (n = 320,000); AID 2177;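 active = inhibition above the screen-wide mean plus 3 SD, limit set per campaign, cut at about 26% in these data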;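 note: 0% = LYPLA2 with DMSO and 100% = wells lacking LYPLA2 enzyme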
Target sequence (O95372 whole entry, looked up): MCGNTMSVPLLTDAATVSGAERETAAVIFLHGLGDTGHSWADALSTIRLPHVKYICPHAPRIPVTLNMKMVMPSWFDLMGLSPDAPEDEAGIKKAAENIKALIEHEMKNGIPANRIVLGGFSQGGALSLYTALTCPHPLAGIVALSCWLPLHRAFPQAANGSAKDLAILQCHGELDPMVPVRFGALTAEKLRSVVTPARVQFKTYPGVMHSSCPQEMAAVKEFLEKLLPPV
* hit, by the source's call; . = not tested or not shown.

Below each SMILES: PREPL inh, PAFAH2 inh, PAD4 FP inh, pPAFAH inh, PAFAH1B2 FP inh, GSTO1 inh, PAFAH1B3 inh, LYPLA1 inh, LYPLA2 inh
[1] CCn1c(SCC(=O)Nc2nnc(C)s2)nnc1-c1ccncc1
  -1, -2, 0, 1, 1, -2, 5, 1, 0
[2] COCCN(CCOC)C(=O)COC(=O)c1cc([N+](=O)[O-])ccc1Cl
  -5, -1, 2, 8, 1, -2, 3, 6, 1
[3] O=C1OCc2cccc([N+](=O)[O-])c21
  4, -3, -4, -3, 1, 5, 4, -1, 1
[4] CN(C)C(CNc1ccc(S(C)(=O)=O)cc1[N+](=O)[O-])c1ccccc1 (centres undefined)
  9, -10, -2, 6, 3, 0, 7, 1, 12
[5] O=C(COc1cc(=O)n2c(n1)SCCC2)c1ccccc1
  2, 14, -6, 7, 5, 6, 10, 2, -1
[6] COc1ccc(NC(=O)Cn2nnc(C(=O)NCCc3ccc(OC)c(OC)c3)c2N)c(OC)c1
  1, 5, -2, -2, -1, -3, -8, -1, 3
[7] CCc1nc(NCCCn2ccnc2)c2oc3ccccc3c2n1
  8, -6, -1, -1, 1, -3, 8, -2, 4
[8] Cc1ccc(C(=O)NCC(C)(C)O)cc1
  4, 5, 1, -7, 6, 4, 0, 0, -4
[9] CCOc1ccccc1N(C(=O)c1snc(C(N)=O)c1N)C(C(=O)NCC1CCCO1)c1ccc2ncccc2c1 (centres undefined)
  -11, -6, -5, 0, 4, 3, 1, -1, -2
[10] Cc1[nH]c(=O)nc(SCc2cccc(Cl)c2)c1C#N
  3, 5, 0, 9, -2, 6, 6, -5, -3
[11] CCc1nnc(NC(=O)c2ccc(S(=O)(=O)N3CCCC3)cc2)s1
  4, 3, 3, 0, -1, 1, -3, 1, 4
[12] COc1ccc(-c2cn3c(C)c(C(=O)N4CCc5ccccc5C4)sc3n2)cc1
  50*, -1, -5, 7, 2, -3, 0, -7, 4
[13] O=C(Nc1nnc(C2CC2)s1)c1cc(S(=O)(=O)N2CCN(c3ccccc3)CC2)ccc1Cl
  11, -3, -10, 3, 4, -1, -2, -1, -1
[14] O=C(O)Cc1cccc2ccccc12
  5, 3, -1, 1, 4, ., 4, 0, 5
[15] CC1CN(S(=O)(=O)c2cccc(C(=O)OCC(=O)N3CCCCCC3)c2)CC(C)O1 (centres undefined)
  13, 12, 3, 3, 7, ., 8, ., .
[16] CN(C)S(=O)(=O)c1cccc(C(=O)N2CCc3ccccc32)c1
  -1, 24, -2, 4, 1, 5, 0, 0, 8
[17] CC1(C)Cc2c(sc(NC(=O)COc3ccccc3)c2C#N)C(C)(C)N1
  -7, 13, 2, 14, 4, -6, 5, -1, -3
[18] COc1ccc(NC(=O)CSc2nc3ccccc3nc2N2CCCC2)cc1
  6, 6, -1, 18, 6, 1, 0, -1, -5
[19] O=C(c1cc(=O)[nH]c2ccccc12)N1CCN(c2cccc(C(F)(F)F)c2)CC1
  11, -2, -7, 1, 6, -5, 9, 1, 4
[20] CCCc1cc(=O)n2nc(N3CCC(C(=O)Nc4cccc(C(C)=O)c4)CC3)sc2n1
  9, 3, -11, -2, -3, -2, 2, 0, 2

Grouped by structure: the entries above containing an aryl thioether with sulfur outside any ring.
Below each SMILES: PREPL inh, PAFAH2 inh, PAD4 FP inh, pPAFAH inh, PAFAH1B2 FP inh, GSTO1 inh, PAFAH1B3 inh, LYPLA1 inh, LYPLA2 inh
[1] CCn1c(SCC(=O)Nc2nnc(C)s2)nnc1-c1ccncc1
  -1, -2, 0, 1, 1, -2, 5, 1, 0
[10] Cc1[nH]c(=O)nc(SCc2cccc(Cl)c2)c1C#N
  3, 5, 0, 9, -2, 6, 6, -5, -3
[18] COc1ccc(NC(=O)CSc2nc3ccccc3nc2N2CCCC2)cc1
  6, 6, -1, 18, 6, 1, 0, -1, -5

Additional entries.
Below each SMILES: PREPL inh, PAFAH2 inh, PAD4 FP inh, pPAFAH inh, PAFAH1B2 FP inh, GSTO1 inh, PAFAH1B3 inh, LYPLA1 inh, LYPLA2 inh
[21] Cc1ccc(OCCNC(=O)c2cccc(Oc3ccc(C(F)(F)F)cc3[N+](=O)[O-])c2)cc1
  12, -1, 7, -3, -8, 1, 1, -5, -10
[22] O=C(O)c1cc(NC(=O)c2ccccc2F)cc(NC(=O)c2ccccc2F)c1
  4, 4, 2, 6, 0, 1, 11, 0, 3
[23] CCOC(=O)c1c(NC(C)=O)sc(/C(C)=N/Nc2ccc(C(=O)O)cc2)c1C
  -11, 2, 0, 6, 3, -3, -11, -2, -1
[24] Cc1cccc(NC(=O)c2c(O)c3ccccc3[nH]c2=O)c1
  6, -4, -4, 3, 1, 4, 2, -3, -5
[25] CCN(C(=O)C(C)N1C(=O)/C(=C/c2cccs2)SC1=S)C1CCS(=O)(=O)C1 (centres undefined)
  9, 0, 1, 4, 5, 10, 0, -2, 8
[26] CN(Cc1ccc(F)cc1)Cc1nc(-c2ccccc2)no1
  -9, 6, -6, 1, 2, 2, 7, -1, -2
[27] COc1ccc(CN2CCC(c3nc4ccc(Cl)cc4[nH]3)CC2)cc1
  10, -5, 0, 4, 1, -6, -2, -2, 4
[28] CNC(=O)NC(=O)COC(=O)/C=C/c1cccc(Br)c1
  7, 4, -4, 4, 8, 3, 10, 0, -2
[29] Cc1ccc(OCC(=O)Nc2ccc(S(=O)(=O)Nc3ccccn3)cc2)cc1
  -8, -1, -4, 0, 3, -5, 1, -1, 0
[30] COc1ccc(NS(=O)(=O)c2nnc(NC(=O)c3ccccc3F)s2)cc1
  -9, 7, -2, -3, 5, -21, 5, 1, 4
[31] O=C(CCCN1C(=O)NC2(CCCC2)C1=O)N1CCN(S(=O)(=O)c2ccccc2)CC1
  15, -6, -6, -3, 5, ., 0, -1, 6
[32] CN(CCCC(=O)Nc1ccccc1F)S(=O)(=O)c1ccc(F)cc1
  -13, 2, -2, 0, 4, 5, 13, -4, 2
[33] Cc1cc(OCC(=O)N(C)C2CCCCC2)cc(C)c1Cl
  8, -1, 0, 3, 6, 2, 7, -1, 4
[34] CCOC(=O)C1=C(CSc2nc(-c3ccncc3)ccc2C#N)OC(N)=C(C#N)C1c1ccc(OC)cc1 (centres undefined)
  -15, -15, -28, 6, -1, 12, 1, 12, -21
[35] CC(C)CNc1nc(S(=O)(=O)c2ccccc2)c(Cl)s1
  9, -3, 0, 5, 3, -3, 3, 0, 3
[36] CCc1c(C)sc(NC(=O)Cn2nc(C)c([N+](=O)[O-])c2C)c1C(N)=O
  -2, -7, -3, -4, 0, 2, 3, 2, 6
[37] CCn1c(=O)cc(OCC(=O)N2CCCCCC2)c2ccccc21
  8, 0, 1, -4, 7, 0, 9, 0, 8
[38] CN(Cc1cccnc1)C(=O)c1cc(COc2ccc3c(c2)CCCC3)on1
  12, 1, 1, 6, -1, -2, 1, 0, 8
[39] Cc1cc(C(=O)COC(=O)/C=C/c2cccc(F)c2)c(C)n1C
  19, 3, -1, -1, 4, -7, 1, 0, 6
[40] Cc1cc(C)n(-c2nc3c(c(=O)[nH]c(=O)n3C)n2Cc2ccccc2)n1
  -2, -3, -9, 0, 2, 1, 11, 2, 3

Ordered by formula weight (smallest number first): some entries from above
Below each SMILES: PREPL inh, PAFAH2 inh, PAD4 FP inh, pPAFAH inh, PAFAH1B2 FP inh, GSTO1 inh, PAFAH1B3 inh, LYPLA1 inh, LYPLA2 inh
[24] Cc1cccc(NC(=O)c2c(O)c3ccccc3[nH]c2=O)c1
  6, -4, -4, 3, 1, 4, 2, -3, -5
[26] CN(Cc1ccc(F)cc1)Cc1nc(-c2ccccc2)no1
  -9, 6, -6, 1, 2, 2, 7, -1, -2
[35] CC(C)CNc1nc(S(=O)(=O)c2ccccc2)c(Cl)s1
  9, -3, 0, 5, 3, -3, 3, 0, 3

Other compounds
#	mol	PREPL inh	PAFAH2 inh	PAD4 FP inh	pPAFAH inh	PAFAH1B2 FP inh	GSTO1 inh	PAFAH1B3 inh	LYPLA1 inh	LYPLA2 inh
41	CCC(C)NC(=O)/C=C1\Sc2ccccc2NC1=O (centres undefined)	-1	-4	-2	4	-2	0	-2	-2	1
42	FC(F)(Cl)c1nnc2ccc(Cl)nn12	5	0	-1	3	1	10	4	0	3
43	O=C(O)c1ccc(CNS(=O)(=O)c2ccc3ccccc3c2)cc1	5	-4	-2	-3	5	12	4	1	-5
44	O=C(CN1C(=O)C(=O)N(Cc2ccccc2)C1=O)Nc1ccc(F)c(Cl)c1	-10	-6	-5	0	1	-3	2	0	1
45	Cc1ccc(C)c(NS(=O)(=O)c2cc(C(=O)Nc3ccccc3-c3ccccc3)ccc2Cl)c1	9	-13	2	-8	-3	-3	-4	-19	-40
46	CCn1c(SCC(=O)Nc2nonc2C)nnc1-c1ccco1	-10	2	1	-2	0	0	-2	-1	6
47	Cc1cccc(CCN(CC(=O)NC2CCCCC2)C(=O)c2csnn2)c1	4	7	-5	-4	4	4	10	0	-12
48	Cc1cccc(N2CCN(CC(O)COc3ccc(Cl)cc3)CC2)c1 (centres undefined)	23	1	1	3	3	3	7	2	20
49	COc1ccc([C@@H]2[C@H]3C(=O)N(c4cccc(C(F)(F)F)c4)C(=O)[C@H]3ON2C)cc1	-1	7	-2	6	2	0	-9	3	4
50	CCOC(=O)c1ccc(NC(=O)Nc2ccc(S(N)(=O)=O)cc2)cc1	-17	-43	-6	-21	-12	-53	-18	-32	-52
51	CC(C)(CN1CCC(Cc2ccccc2)CC1)NS(=O)(=O)c1ccccc1	-5	4	-5	2	-3	-6	4	0	0
52	O=C(C1=COCCO1)N1CCN(C(c2ccccc2)c2ccccc2)CC1	10	0	-3	10	3	-11	3	3	1
53	O=C1c2ccccc2-c2ccc(C(=O)N3CCCCC3)cc21	3	-4	-4	6	1	13	0	5	5
54	Cc1ccccc1-n1c(-c2ccc(=O)[nH]n2)n[nH]c1=S	2	0	-4	-6	1	4	9	-2	-1
55	COc1cc(CN2CC(=O)N(c3cccc(Cl)c3C)C2=S)cc(OC)c1OC	-9	6	-7	1	4	5	3	-4	-8
56	CCOC(=O)N1CCN(C(=O)CCn2c(=S)[nH]c3ccccc3c2=O)CC1	4	2	4	5	2	3	4	1	2
57	O=C1c2ccccc2C(=O)c2cc(NC(=O)C3CC3)ccc21	4	2	-4	5	-1	-9	2	-3	-6
58	COCCN(C(=O)c1cccc(-n2cnnn2)c1)c1c(N)n(CC(C)C)c(=O)[nH]c1=O	4	0	1	3	10	10	7	0	-6
59	CCCOc1ccc(-c2nc(OCC)c3ccccc3n2)cc1	0	-10	-1	-3	4	-4	3	-1	1
60	Cc1ccccc1OCC(=O)N1N=C(C(F)(F)F)CC1(O)C(C)(C)C (centres undefined)	-6	5	-1	4	12	5	5	-3	-7
61	O=C(c1ccc(Cl)c(S(=O)(=O)N2CCCCC2)c1)N1CCCCC1	4	5	0	2	6	-2	-1	-2	-6
62	O=C(Cc1ccccc1)NN1C(=O)C2C3C=CC(C3)[C@@H]2C1=O (some centres undefined)	0	5	-3	5	1	1	5	4	1

A portion of the library; count on the stated rates, not on these rows.
